GIRK2 activator: Activates human GIRK2-containing potassium channels; P48051; activation (% efficacy), % for hits at 37.5 µM; 34,000 tested, under 10 active; HEK293 GIRK2/NPY4 cells, thallium flux fluorescence;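 active = primary screen hit, no activity in plain HEK293 cells, and in GIRK2-only cells above 5% efficacy rising with concentration; inactive = the rest, including fluorescent compounds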;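 also: efficacy is normalized control-subtracted fluorescence 15 s after thallium addition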
Target sequence (P48051 whole entry, looked up): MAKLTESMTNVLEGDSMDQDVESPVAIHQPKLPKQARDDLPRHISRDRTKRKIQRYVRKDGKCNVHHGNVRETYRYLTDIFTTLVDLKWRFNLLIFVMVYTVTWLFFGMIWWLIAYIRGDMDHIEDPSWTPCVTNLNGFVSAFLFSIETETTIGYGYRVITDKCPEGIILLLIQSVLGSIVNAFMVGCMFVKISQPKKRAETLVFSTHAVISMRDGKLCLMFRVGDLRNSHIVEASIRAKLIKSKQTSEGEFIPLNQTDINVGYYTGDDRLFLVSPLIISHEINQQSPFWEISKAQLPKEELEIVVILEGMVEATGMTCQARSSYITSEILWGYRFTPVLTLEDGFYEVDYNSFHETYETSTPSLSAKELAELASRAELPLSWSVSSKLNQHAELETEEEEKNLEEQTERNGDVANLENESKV
Calls only; i = inactive.

SMILES	GIRK2 activator
O=C(CCn1cnc2ccccc2c1=O)Nc1ccc2cn[nH]c2c1	i
Cc1cc(NC(=O)c2cc(Cl)sc2Cl)on1	i
COCCNC(=O)CCc1sc(C)nc1-c1cccs1	i
NC(=O)c1ccsc1NC(=O)C1CCN(S(=O)(=O)c2ccc(Cl)cc2)CC1	i
O=C(CSc1ncc(-c2ccc(F)cc2)o1)N1CCN(c2ccccc2F)CC1	i
CCCCOC(=O)c1ccc(NC(=O)CCN2C(=O)c3ccccc3S2(=O)=O)cc1	i
COc1ccccc1-c1cnn2c(N3CCN(Cc4ccccc4)CC3)cc(C)nc12	i
O=C(Cc1csc(Nc2ccc(Cl)cn2)n1)N1CCCc2ccccc21	i
O=C(/C=C/c1ccco1)NCCCn1cccc1	i
O=C(NCCCN1CCOC(c2ccccc2)C1)c1ccc2c(c1)OCO2 (configuration not stated)	i
N#C/C(=C\N1CCC(C(N)=O)CC1)C(=O)Nc1ccc(F)cc1	i
COC(=O)c1ccc2c(=O)n(CCCC(=O)NC(C)C)c(=S)[nH]c2c1	i
O=C(Cc1ccc(NS(=O)(=O)c2cccc(Cl)c2)cc1)NC1CC1	i
O=C(NCCN1CCOC(c2ccccc2)C1)C(=O)Nc1ccccc1Cl (configuration not stated)	i
COc1ccc(NC(=O)Oc2ccccc2)cc1N1CCCC1=O	i
CC(=O)Nc1ccc(Nc2cc(C)nc3c4c(C)cc(C)nc4nn23)cc1	i
COc1ccc(OC)c(-c2ccc(=O)n(CCNC(=O)C(C)Oc3ccccc3F)n2)c1 (configuration not stated)	i
COc1ccc(-c2ccc(N3CCN(C(=O)c4cc(OC)cc(OC)c4)CC3)nn2)cc1	i
Cc1cc(C(=O)NCC(O)(c2cccs2)C2CC2)c(C)o1 (configuration not stated)	i
CCn1nnc2c(N3CCN(C(=O)OC)CC3)ncnc21	i
Cn1nnc2c(N3CCN(C(=O)c4cc5ccccc5oc4=O)CC3)ncnc21	i
O=C(Nc1ccc2c(c1)N(C(=O)c1ccco1)CC2)c1ccc(F)cc1Cl	i
O=C(NCC1CCN(C(=O)/C=C/c2ccco2)CC1)C1c2ccccc2Oc2ccccc21	i
COc1cccc(C(=O)NCC2CCN(c3ncccn3)CC2)c1OC	i
O=C(NCCN1CCN(c2ccccc2F)CC1)C(=O)NC1CCCCCC1	i
CCCCOc1ccc(C(=O)Nc2ccc3ncsc3c2)cc1	i
O=C1CCN(C(=O)c2ccccc2Cl)c2ccccc2N1	i
O=C(c1ccc(Br)o1)N1CCN(c2ccc(Nc3ccccn3)nn2)CC1	i
COc1cccc(NC(=O)CCCn2c(=O)[nH]c3ccccc3c2=O)c1	i
COc1ccc(NC(=O)c2c(F)cccc2F)cc1N1CCCCC1=O	i
O=C(NCCC(O)c1ccco1)C(=O)Nc1ccccc1 (configuration not stated)	i
Cc1ccc(NCc2cc3cc4c(cc3n(CC(=O)NCc3ccccc3)c2=O)OCCO4)cc1	i
CCOc1ccccc1NC(=O)Nc1ccc(CC(=O)NC(C)(C)CO)cc1	i
O=C(c1ccc(F)cc1)N1CCN(Cc2nnnn2-c2ccc(F)c(F)c2)CC1	i
Cc1nc2cc(NC(=O)CCCS(=O)(=O)c3ccccc3)ccc2s1	i
Cc1cc(C)c(S(=O)(=O)N2CCOCC2)c(C)c1N(C)S(C)(=O)=O	i
Cc1cc(C)n(-c2cc(NCCNS(=O)(=O)N(C)C)ncn2)n1	i
CCc1ccc(Oc2cc(N3CCC(C(=O)NC(C)c4ccc(F)cc4)CC3)ncn2)cc1 (configuration not stated)	i
O=c1ccc(-c2ccccc2)nn1CCCNS(=O)(=O)c1ccc2c(c1)CCCC2	i
COc1ccc(S(=O)(=O)CCC(=O)Nc2nnc(-c3cccs3)o2)cc1	i
O=C(NCC1(O)CCc2ccccc21)c1nc2ccccc2s1 (configuration not stated)	i
Cc1ccc(N2CCCCn3c2nc2c3c(=O)n(C)c(=O)n2C)cc1	i
CCOc1ccc(CC(=O)N2c3ccccc3CC2C(=O)NC)cc1 (configuration not stated)	i
COc1ccccc1C(=O)NCCOc1ccc2nnc(-c3ccccc3OC)n2n1	i
O=C1OC2CC1N(S(=O)(=O)c1ccc(OC(F)(F)F)cc1)C2 (configuration not stated)	i
CC(C)N(Cc1ccccc1)C(=O)c1cc2cccnc2n(Cc2ccc(F)cc2)c1=O	i
CCCC(=O)NCCNc1ccc(Nc2cc(C)ccn2)nn1	i
CCNC(=O)C1CCN(c2cc(SCC(=O)Nc3ccc(OC)c(Cl)c3)ncn2)CC1	i
COCC(=O)N1CCCc2ccc(NC(=O)Nc3ccc(C)cc3)cc21	i
CCOc1ccccc1C(=O)NCC(C)(O)COC (configuration not stated)	i
Cc1cc(=O)n2c(n1)SCC2CC(=O)N1CCN(c2ccccc2F)CC1 (configuration not stated)	i
CCc1ccc(NC(=O)CSc2nnc3ccc(C(=O)Nc4ccc(C)cc4)cn23)cc1	i
COc1ccccc1NC(=O)c1nn(-c2ccc(F)cc2)cc1OC	i
Cc1cc(C)n(-c2ccc(=O)n(CCNC(=O)Cc3cccs3)n2)n1	i
COc1nn(C)cc1-c1nnc(SCC(=O)NC2CCCCC2)n1C	i
CCOc1ccccc1-n1ccn(Cc2nc(-c3cccs3)no2)c(=O)c1=O	i
CN1C(=O)CCc2cc(NC(=O)Nc3cccc(Cl)c3)ccc21	i
CC(C)c1ccc(OCC(=O)NC2CCS(=O)(=O)C2)cc1 (configuration not stated)	i
COc1ccc(OC)c(NC(=O)CSc2ncc(S(=O)(=O)c3cccs3)c(N)n2)c1	i
Cc1nn(-c2ccccc2)c2ncc(C(=O)Nc3ccccc3-c3ccccc3)c(Cl)c12	i

A different layout for some results above.
structure | GIRK2 activator
CCOc1ccc(CC(=O)N2c3ccccc3CC2C(=O)NC)cc1 (configuration not stated) | i
COc1ccccc1C(=O)NCCOc1ccc2nnc(-c3ccccc3OC)n2n1 | i
O=C1OC2CC1N(S(=O)(=O)c1ccc(OC(F)(F)F)cc1)C2 (configuration not stated) | i
CC(C)N(Cc1ccccc1)C(=O)c1cc2cccnc2n(Cc2ccc(F)cc2)c1=O | i
CCCC(=O)NCCNc1ccc(Nc2cc(C)ccn2)nn1 | i
CCNC(=O)C1CCN(c2cc(SCC(=O)Nc3ccc(OC)c(Cl)c3)ncn2)CC1 | i
COCC(=O)N1CCCc2ccc(NC(=O)Nc3ccc(C)cc3)cc21 | i
CCOc1ccccc1C(=O)NCC(C)(O)COC (configuration not stated) | i
Cc1cc(=O)n2c(n1)SCC2CC(=O)N1CCN(c2ccccc2F)CC1 (configuration not stated) | i
CCc1ccc(NC(=O)CSc2nnc3ccc(C(=O)Nc4ccc(C)cc4)cn23)cc1 | i
COc1ccccc1NC(=O)c1nn(-c2ccc(F)cc2)cc1OC | i
Cc1cc(C)n(-c2ccc(=O)n(CCNC(=O)Cc3cccs3)n2)n1 | i
COc1nn(C)cc1-c1nnc(SCC(=O)NC2CCCCC2)n1C | i
CCOc1ccccc1-n1ccn(Cc2nc(-c3cccs3)no2)c(=O)c1=O | i
CN1C(=O)CCc2cc(NC(=O)Nc3cccc(Cl)c3)ccc21 | i
CC(C)c1ccc(OCC(=O)NC2CCS(=O)(=O)C2)cc1 (configuration not stated) | i
COc1ccc(OC)c(NC(=O)CSc2ncc(S(=O)(=O)c3cccs3)c(N)n2)c1 | i
Cc1nn(-c2ccccc2)c2ncc(C(=O)Nc3ccccc3-c3ccccc3)c(Cl)c12 | i

Next results follow.
SMILES	GIRK2 activator
COc1cccc2sc(N(Cc3ccco3)C(=O)CSCc3ccccc3)nc12	i
O=C(Cn1nc2c(c1NC(=O)CC(c1ccccc1)c1ccccc1)CSC2)NCC1CCCO1 (configuration not stated)	i
CC(C)(C)C(=O)N1CCN(c2ncnc3c2nnn3-c2ccccc2)CC1	i
O=C(Oc1ccccc1)N1CCC(CNS(=O)(=O)c2cccnc2)CC1	i
COc1ccc(NC(C)=O)cc1NC(=O)Cc1cc(-c2cc3ccccc3o2)on1	i
CCN(C(=O)c1cc2c(=O)n3cc(C)ccc3nc2n1Cc1ccccc1)c1ccccc1	i
Cn1cccc1CN(C(=O)C1(c2ccccc2)CCOCC1)C1CC1	i
COc1cc(N2CCN(C(=O)c3ccc(F)cc3)CC2)nc(OC)n1	i
CCN(CC)c1cc(C)nc(Nc2ccc(NC(=O)C(C)(C)C)cc2)n1	i
COc1cc(-c2c(NC(=O)c3ccco3)sc3ccccc3c2=O)cc(OC)c1OC	i
CCOc1nn(CC)cc1-c1nnc(SCc2ccc(C(=O)OC)cc2)n1C	i
Cc1nc(NCCNC(=O)c2ncccn2)cc(-n2cccn2)n1	i
CCOc1ccc2nc(N(CCN3CCOCC3)C(=O)c3ccnn3C)sc2c1	i
CCCNC(=O)Cn1nc2c(c1NC(=O)Cc1ccc(OC)c(OC)c1)CSC2	i
CCSc1ccccc1C(=O)N1CCC(Oc2nc3c(F)cc(F)cc3s2)CC1	i

The final 2 entries of the part above come first, to join the parts:
SMILES	GIRK2 activator
CCCNC(=O)Cn1nc2c(c1NC(=O)Cc1ccc(OC)c(OC)c1)CSC2	i
CCSc1ccccc1C(=O)N1CCC(Oc2nc3c(F)cc(F)cc3s2)CC1	i
Cc1ccc(Oc2cccc(NC(=O)c3ccc(F)cc3F)c2)nn1	i
CN(C)C(CNC(=O)Nc1ccccc1C(F)(F)F)c1ccccc1 (configuration not stated)	i
O=C(Nc1cccs1)N1CCN(Cc2nc(-c3ccco3)cs2)CC1	i
Cc1c(C)c(C)c(S(=O)(=O)Nc2ccc(CC(=O)NCC(F)(F)F)cc2)c(C)c1C	i
COc1ccc(OC)c(-c2ccc(=O)n(CC(=O)N3CCN(c4ccccc4)CC3)n2)c1	i
CC1(C)Cc2cccc(OCCCS(=O)(=O)N3CCC(C(N)=O)CC3)c2O1	i
COc1cccc2cc(C(=O)NCC(O)c3cccn3C)c(=O)oc12 (configuration not stated)	i
COc1cc(S(=O)(=O)N2CCN(c3ccc(N4CCCC4)nn3)CC2)c(C)cc1C	i
NC(=O)c1oc2ccccc2c1NC(=O)C(=O)NCC1CCCO1 (configuration not stated)	i
COc1ccc(OC)c(-c2ccc(=O)n(CC(=O)NCc3ccco3)n2)c1	i
O=C(Nc1nnc(CSc2ccccc2)o1)C1CCCCC1	i
COc1cc(N2CCN(S(=O)(=O)c3cccc(C(F)(F)F)c3)CC2)nc(OC)n1	i
COC(=O)c1ccc(CN2CC(c3nc(-c4cccc(C(F)(F)F)c4)no3)C2)cc1	i
COc1cc(C)c(C)cc1S(=O)(=O)NCC1CCN(C2CCCC2)CC1	i
COc1ccc(C2CCN(C(=O)c3cnccn3)C2)cc1 (configuration not stated)	i
CC(C)(C)NC(=O)N1CCC(CNC(=O)C2CCN(S(C)(=O)=O)CC2)CC1	i
O=C(CCSc1ccccc1)N1CCN(c2ccc(-c3ccccn3)nn2)CC1	i
Cc1cc(NC(=O)CC(C)C)n(-c2nc(-c3cccs3)cs2)n1	i
COc1cc(C)c(C)cc1S(=O)(=O)Nc1ccc(N2CCCC2=O)cc1	i
O=C(Nc1ccc(CC(=O)N2CCCC2)cc1)c1ccc(Br)o1	i
COc1ccc(Cl)cc1S(=O)(=O)NCC1CCN(C(C)C)CC1	i
Cn1cccc1C(O)CNC(=O)c1cc(Br)ccc1Cl (configuration not stated)	i
COc1ccc(Cn2nc3ccc(S(=O)(=O)N4CCOCC4)cn3c2=O)cc1	i
CCOc1ccc(C)cc1S(=O)(=O)Nc1ccc2c(c1)N(C(=O)C1CC1)CC2	i
COc1cccc(N2CCN(S(=O)(=O)CCCOc3ccc4c(c3)OCO4)CC2)c1	i
COc1ccc(-c2nnc(NC(=O)c3ccc(S(=O)(=O)C(C)C)cc3)o2)cc1OC	i
Cn1ccc(C(=O)N(CCCN2CCOCC2)c2nc3ccccc3s2)n1	i
Cc1ccccc1Cn1cc(C(=O)Nc2ccccc2C(N)=O)ccc1=O	i
O=S(=O)(Cc1ccccc1)NCC1CCN(Cc2ccco2)CC1	i
CN1CCN(n2c3c(c(SCC(=O)Nc4ccccc4[N+](=O)[O-])nc2=O)CCCC3)CC1	i
COc1ccc(CC(=O)Nc2ccc(CC(N)=O)cc2)cc1	i
O=C(CNS(=O)(=O)c1ccc(F)cc1F)N1CCOC(c2ccccc2)C1 (configuration not stated)	i
Cc1cc(C)cc(NC(=O)CN2CCC(C(=O)O)CC2)c1	i
O=C(NCCCO)C(=O)Nc1c2c(nn1-c1cccc(Cl)c1)CS(=O)(=O)C2	i
COc1ccc2nc(N3CC(C(=O)N4CCc5cc(OC)c(OC)cc5C4)C3)sc2c1	i
CN(C)C(=O)C12CC3(C)CC(C)(CC(C)(C3)C1)C2	i
O=C(NCCN1CCCC1)c1ccc2c(=O)n(Cc3ccc(Cl)cc3)c(=S)[nH]c2c1	i
COc1ccc(CC(=O)Nc2nnc(-c3ccn(C(C)C)n3)o2)cc1	i
Cn1nc(NC(=O)c2ccc(F)c(F)c2)c2c1NC(=O)CC2c1ccccc1 (configuration not stated)	i
CC(=O)c1cccc(NC(=O)Cn2c(=O)c(CNc3ccc(C)cc3)cc3cc4c(cc32)OCCO4)c1	i
CCCc1cc(NCCN2CCOCC2)n2nc(C)c(-c3ccccc3)c2n1	i
Cc1ccccc1-n1nnnc1SCC(=O)Nc1ccc(S(N)(=O)=O)cc1	i
COc1ccc(NC(=O)N2CCN(c3cc(-n4ccnc4)ncn3)CC2)c(C)c1	i
COc1ccc2nc(-c3cccc(NC(=O)C(C)Oc4ccc5c(c4)OCO5)c3)cn2n1 (configuration not stated)	i
COc1ccc(-c2csc(NC(=O)c3ccn(C)n3)n2)cc1OC	i
O=C(Nc1ccc(F)cc1)c1ccc(S(=O)(=O)c2ccc(Cl)cc2)nc1	i
CCOC(=O)CNC(=O)Cn1cnc2c(nnn2C)c1=O	i
CCOc1ccc(NC(=O)c2ccc(=O)n(Cc3cccc(F)c3)n2)cc1	i
O=C(Nc1nccs1)C1CCN(C(=O)CSc2nc3ccccc3o2)CC1	i
COc1ccc(OC)c(NC(=O)CSc2nc(=O)n(N3CCN(C)CC3)c3c2CCC3)c1	i
O=C(Cc1csc(Nc2ccc(F)cc2)n1)NCC1CCCCC1	i
CCc1nnsc1C(=O)Nc1sc2c(c1C(=O)NCc1ccccc1)CCCC2	i
Cc1ccc2oc(=O)c(C(=O)O)cc2c1	i
O=C(Nc1ccc(CC(=O)N2CCOCC2)cc1)c1cc(Br)ccc1Cl	i
Cc1cc(NC(=O)C(c2ccccc2)c2ccccc2)n(C2CCS(=O)(=O)C2)n1 (configuration not stated)	i
O=C(CCSc1ccccc1)NCC(O)c1ccsc1 (configuration not stated)	i

This is a subset; count on the stated rates, not on these rows.
